High-throughput results from PubChem.
H9c2 TAG inh: reduces triacylglycerol accumulation in H9c2 cells; 230,000 compounds, 0.66% hits; inhibition, % at 12.5 µM; Nile Red lipid (TAG) fluorescence; cells loaded with 200 µM oleic acid;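 active = pattern-corrected inhibition of lipid staining of at least 50% with the nuclear-stain viability signal not falling by more than 50%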;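 also: 0% = DMSO wells and 100% = triacsin C control wells; some results filed as inactive read as strong as hits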
H9c2 TAG inh DAPI viability: further read-out of H9c2 TAG inh, marked with its call; DAPI nuclei signal change (viability), lower = more cytotoxic, %;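 whole-well DAPI fluorescence read on a plate reader as a viability signal; minus 50 percent equals half of cells still viable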
* marks the source's active call; other numbers are inactive results; i = inactive. An excerpt, so the mix of outcomes need not match the whole.

SMILES | H9c2 TAG inh | H9c2 TAG inh DAPI viability
CCOC(=O)c1ccc(N2C(=O)C3CC=C(C)CC3C2=O)cc1 (stereo not given) | -6 | -5
CC1CCCCC12NC(=O)N(CC(=O)Nc1ccc3c(c1)OCO3)C2=O (stereo not given) | -2 | -2
Cc1ccc2nc(NNC(=O)c3ccc4c(c3)OCCO4)sc2c1 | 2 | -3
CCOC(=O)N1CCN(S(=O)(=O)c2cc3c(cc2C)NC(=O)CO3)CC1 | 2 | -8
CCN(CC)S(=O)(=O)c1ccc(OC)c(NC(=O)c2cc(C)on2)c1 | -1 | 87
C/C(=N\Nc1nc(C)cc(=O)[nH]1)C1CC1 | -15 | 2
Cc1ccc(C(=O)Oc2cc(C)n(C)c(=O)c2)cc1 | -4 | 0
COc1ccc(-c2c(-c3cc(OC)cc(OC)c3)n(C)c3ccc(-c4cnc(N)nc4)cc23)cc1 | -13 | -8
COc1ccccc1CN1C[C@@H]2C[C@@H](c3ccccc3OC)N3CCC[C@@]23C1=O | -2 | -6
O=C(NC1CC1)c1ccccc1NC(=O)c1ccccc1OC(F)F | -4 | 2
C/C(=N\NC(=S)NC1CCCCC1)c1cccc(Br)c1 | 9 | 10
Cc1ccc(Cc2c(-c3ccccc3)nc3ccc(Cl)cn23)cc1 | 0 | 0
CN(C)c1ccc(/C=N/n2c(-c3cccnc3)n[nH]c2=S)cc1 | 1 | 0
CC(C(=O)N1CCN(Cc2ccccc2)CC1)n1ncn2cccc2c1=O (stereo not given) | -6 | 3
OCC1OC(n2ccc3c(NO)ncnc32)C(O)C1O (stereo not given) | 130 | -79
O=C(/C=C\Nc1ccccc1Br)c1ccc2c(c1)OCO2 | -1 | 8
CC#CC(=O)N1CCC(CCC(=O)N(C)Cc2ccccc2)CC1 | -3 | 3
O=C(Nc1nc(-c2cccs2)cs1)c1ccc(Cl)cc1 | 21 | -3
CC1(C(=O)NCc2cccs2)Cc2c(-c3ccc(C(N)=O)cc3)ccnc2O1 (stereo not given) | 25 | -35
CC(=O)Nc1cc2c(cc1C(=O)C(C)C)OCCO2 | -2 | -3
COc1ccc(NC(=O)c2cc(-c3cc(Cl)ccc3C)n[nH]2)c(OC)c1 | -7 | 3
Cc1ccc(C)c(N2N=C(C(=O)OCC(=O)N(C)c3ccccc3)CCC2=O)c1 | -6 | 18
CC(C)Nc1nc(SCC(=O)Nc2ccccc2)nc(N2CCOCC2)n1 | 18 | 2
COc1cc(OC)cc(-c2c(C#Cc3ccsc3)c3cc(-c4cnc(OC)nc4)ccc3n2C)c1 | 27 | 71
O=C(NCCn1cccn1)C1CCC(=O)N(CCc2cccc(F)c2)C1 (stereo not given) | -5 | 2
COCCNC(=O)c1cccc(C)c1[N+](=O)[O-] | -21 | 2
C=CCn1c(N)c(C(=O)OC(C)CC)c2nc3ccccc3nc21 (stereo not given) | -6 | 37
O=S(=O)(c1ccc(N2CCN(CCO)CC2)nc1)N1CCOCC1 | -17 | 6
CCCCC(=O)O[C@H]1CC[C@H]2[C@@H]3CCc4cc(O)ccc4[C@H]3CC[C@]12C | -4 | -5
CC1CCN(C(C)C(=O)Nc2cc(S(=O)(=O)N3CCCCC3)ccc2Cl)CC1 (stereo not given) | 3 | 9
O=C1CCCN1CC1CCCN(Cc2nc(COc3ccccc3)no2)C1 (stereo not given) | -14 | 3
CC1CCN(C(=O)COC(=O)c2ccc([N+](=O)[O-])o2)CC1 | 2 | 2
CC(C)(C)Nc1ncnc2c1cnn2-c1ccccc1 | 18 | -9
O=C(CSc1nc2[nH]c(=O)cc(O)c2s1)Nc1ccc(Cl)c(C(F)(F)F)c1 | 7 | 7
CC(C)OC(=O)CSc1nnc(-c2cccnc2)n1N | -6 | 3
COc1cc(-c2nn3c(-c4ccccc4)nnc3s2)cc(OC)c1OC | 0 | 13
CC(C)Cc1cc(C(=O)Nc2c(F)cc(F)cc2Br)no1 | 3 | -7
CC(C(=O)N1CCN(c2ccccc2F)CC1)c1ccc([N+](=O)[O-])cc1 (stereo not given) | -11 | -1
CCc1nc2c(OCc3cc(Cl)cc(Cl)c3)cccn2c1N(C)C(=O)Nc1ccccc1OC | -7 | 12
O=C(OCCN1CCN(C2=NS(=O)(=O)c3ccccc32)CC1)c1ccccc1F | 16 | -1
O=C(Nc1ccc2c(c1)Cc1ccccc1-2)c1cccnc1 | -9 | 16
S=c1[nH]ccn1-c1cccc(Cl)c1Cl | -18 | 2
O=Cc1ccc(OCc2cn(CC(=O)c3ccc(O)cc3)nn2)cc1 | 10 | 1
Cc1cc(NC(=O)CCC(=O)N(Cc2cccs2)C(C(=O)NC2CCCC2)c2cccnc2)no1 (stereo not given) | 19 | 3
CC(C)OC(=O)C1C2C=CC3(CN(C(C)c4ccc(Br)cc4)C(=O)C13)O2 (stereo not given) | -14 | 3
Cc1cc(F)ccc1C(O)c1ncc(-c2ccccc2Cl)[nH]1 (stereo not given) | -20 | 4
Nc1ncnc(Oc2cccc(C(F)(F)F)c2)c1[N+](=O)[O-] | 3 | 1
O=C(CCc1nc2ccccc2c(=O)[nH]1)NNC(=O)c1ccc(Cl)cc1 | 8 | -8
CCCC/C(O)=C1\C(=O)CCCC1=NCCc1c(C)[nH]c2ccc(OC)cc12 | -12 | -5
CCN1CCN(CCCNC(=O)c2cc3cc4ccc(OC)cc4nc3o2)CC1 | 22 | i
Next part
SMILES | H9c2 TAG inh | H9c2 TAG inh DAPI viability
Cn1c(N)c(S(=O)(=O)NCc2ccccc2Cl)c(=O)n(C)c1=O | 5 | -7
C[N+](C)(C)CCCN1C(=O)CCCC1=O | -10 | 3
C[C@H]1CN([C@@H](C)CO)S(=O)(=O)c2ccc(Br)cc2O[C@H]1CN(C)C(=O)Nc1ccccc1F | 0 | -4
CCNC(=O)Nc1ccc2c(c1)c(=O)n(C)n2Cc1ccc(Cl)cc1 | -2 | 19
CCOC(=O)C1CCCN(c2c(NCCC(C)C)c(=O)c2=O)C1 (stereo not given) | -5 | -6
O=C(NCC1CCCCC1)c1cc([N+](=O)[O-])ccc1N1CCOCC1 | -10 | -3
Cc1ccc(S(=O)(=O)NCc2csc(C)n2)c(C)c1 | -18 | 7
Cc1nnc(SC(C)C(=O)Nc2c(C)n(C)n(-c3ccccc3)c2=O)n1N (stereo not given) | -5 | -8
Cc1ccc(N=Nc2ccc(O)c(/C=N\NC(=O)c3ccc(N)cc3)c2)cc1C | 29 | -12
CN(CC(=O)Nc1ccc(S(=O)(=O)N(C)C)cc1)Cc1ccc(C(F)(F)F)cc1 | -18 | 4
COc1ccc(-n2nnnc2-c2cccc(OC)c2)cc1 | 48 | -25
Cc1cc(C)cc(NCC(=O)Nc2c(C)cccc2C)c1 | 49 | -5
COc1cc(-c2noc(C)c2C(=O)NCCCN2CCOCC2)cc(OC)c1OC | 8 | -9
COc1ccc(S(=O)(=O)n2cnc(C)c2)cc1 | 14 | -2
CC(C)n1nnnc1SCC(=O)NCc1ccc2c(c1)OCO2 | -4 | -4
COC(=O)c1ccc(CNC(=O)Cn2cnc(C(=O)Nc3ccc(C)c(C)c3)n2)cc1 | -1 | -2
Cc1ccc2cc(C)c(N3CCC(C)CC3)nc2c1 | -13 | -2
CCN(c1ccccc1)S(=O)(=O)c1ccc(Cl)c(NC(=O)CN2C(=O)NC3(CCCC3)C2=O)c1 | 9 | -9
COc1ccc(-c2ccc(CN3C(CC(C)C)C(=O)N(Cc4cn(CC5CCCCC5)nn4)CCS3(=O)=O)cc2)cc1OC (stereo not given) | 10 | 5
CSCCC(NC(=O)c1ccccc1)C(=O)NCCCn1nc(C)cc1C (stereo not given) | 5 | 1
CC(=O)c1cccc(NC(=O)N2CCCC(C(=O)c3cc(F)ccc3F)C2)c1 (stereo not given) | 11 | -3
O=C(NCc1ccco1)C1CC(c2c(Cl)cccc2Cl)=NO1 (stereo not given) | 2 | -35
CCOCCn1c(CN2CCN(CC)CC2)nc2c1c(=O)n(C)c(=O)n2C | 0 | 1
COc1cccc(C(O)c2nc(-c3ccc(F)cc3OC)cs2)c1 (stereo not given) | 10 | -5
CC(Oc1ccc(-n2cnnn2)cc1)C(=O)O (stereo not given) | -4 | 3
COc1ccc2nc(C)cc(SCC(=O)NNC(=O)COc3cccc4ccccc34)c2c1 | -7 | 6
CC(C)(C)c1cc(C(=O)O)c(CN2CCCCC2)o1 | -7 | -3
Cc1cccc(/C=N/NC(=O)c2cc3c(s2)-c2ccccc2CC3)c1 | 6 | 5
CC(C)c1ccc(C(=O)Nc2cccnc2)cc1 | 4 | -2
CCN(CC(=O)Nc1c(F)cccc1F)C(=O)c1cccc(-n2cnnn2)c1 | -6 | 2
CCOC(=O)C1=NN(c2ccc(C)cc2)C2(S1)SC(C(C)=O)=C(C)N2c1ccccc1 (stereo not given) | 18 | 4
O=C(CCn1cnnn1)Nc1ccc(Cl)c(Cl)c1 | 14 | -5
C#CCNC(=O)C1=C[C@H](C(C)(C)C)C[C@H](OCc2ccc(CO)cc2)O1 | -87 | -3
COc1ccc(Cn2ccnc2CO)cc1[N+](=O)[O-] | 1 | 9
Cc1c(C2(O)CCCCC2)[nH]c2ccc(C#N)cc12 | -12 | 12
O=C(CN1CCN(S(=O)(=O)c2cccs2)CC1)N1CCCCC1 | 4 | 2
CN(CC(=O)Nc1c(Cl)cccc1Cl)CC(=O)N(C)C1(C#N)CCCCC1 | -9 | 1
CC(=O)c1cc2c(cc1NC(=O)CN(C)S(=O)(=O)c1cccs1)OCO2 | -14 | -5
COCCN1Cc2cccc(C(=O)N3CCN(c4cc(C)ccc4C)CC3)c2C1=O | -16 | -2
Cc1cc(C)n(-c2nc3ccccc3c(=O)n2OCCOc2ccccc2)n1 | -13 | 1
Cc1ccc(S(=O)(=O)NCC(=O)OCC(=O)N(C)C2CCS(=O)(=O)C2)cc1 (stereo not given) | -1 | 6
Cc1c(Cl)cccc1Nc1nc(NCCO)c2ccccc2n1 | -28 | 1
CC(=O)Nc1ccc(S(=O)(=O)Oc2ccc(Br)cc2C(=S)N2CCOCC2)cc1 | 5 | -8
C/C(=N\NC(=O)CCn1nnc2ccccc21)c1ccco1 | -2 | -1
O=C(NCC1CCCO1)C(c1ccncc1)N(Cc1cccs1)C(=O)CN1C(=O)c2ccccc2S1(=O)=O (stereo not given) | 13 | -12
CC1(C(=O)NS(=O)(=O)c2cccc(OC(F)F)c2)CCN1C(=O)C1CC1 (stereo not given) | 2 | -3
O=C(Nc1ncnc2sc3c(c12)CCCCC3)c1ccc(F)cc1 | -99 | -8
CN(C)c1cccc(NC(=O)C2Cc3c(-c4ccccc4Oc4ccccc4)ccnc3O2)c1 (stereo not given) | -3 | 1
Cn1c(SCC(=O)NCc2ccc3c(c2)OCO3)nc2c(c1=O)SCC2 | -13 | -2
CCOc1ccc(OC(=O)c2ccc3c(=O)n4c(nc3c2)CCC4)cc1 | 3 | -8
Continued:
SMILES | H9c2 TAG inh | H9c2 TAG inh DAPI viability
OCCC1CN(Cc2ccc(Oc3ncccn3)cc2)CCN1C1CCCC1 (stereo not given) | 0 | -4
CCc1nnc(NC(=O)C(C)Sc2ccccc2)s1 (stereo not given) | 5 | 0
C=CCNc1nc(C(=O)OCC(=O)Nc2ccc(S(N)(=O)=O)cc2)cs1 | 5 | -5
CC(C)N(C(=O)[C@H]1C[C@H](CC(=O)NCc2ccco2)C(=O)N2CCc3c([nH]c4cc(CCC(=O)N(C)C)ccc34)[C@]12C)C(C)C | 6 | 1
CCOC(=O)c1csc(-c2snnc2C)n1 | -7 | 3
c1ccc(Cn2c(CN3CCCC3)nc3ccccc32)cc1 | -15 | 3

For reference, part of the list above:
SMILES | H9c2 TAG inh | H9c2 TAG inh DAPI viability
CCOC(=O)c1ccc(N2C(=O)C3CC=C(C)CC3C2=O)cc1 (stereo not given) | -6 | -5
CC1CCCCC12NC(=O)N(CC(=O)Nc1ccc3c(c1)OCO3)C2=O (stereo not given) | -2 | -2
Cc1ccc2nc(NNC(=O)c3ccc4c(c3)OCCO4)sc2c1 | 2 | -3
CCOC(=O)N1CCN(S(=O)(=O)c2cc3c(cc2C)NC(=O)CO3)CC1 | 2 | -8
CCN(CC)S(=O)(=O)c1ccc(OC)c(NC(=O)c2cc(C)on2)c1 | -1 | 87
C/C(=N\Nc1nc(C)cc(=O)[nH]1)C1CC1 | -15 | 2
Cc1ccc(C(=O)Oc2cc(C)n(C)c(=O)c2)cc1 | -4 | 0
COc1ccc(-c2c(-c3cc(OC)cc(OC)c3)n(C)c3ccc(-c4cnc(N)nc4)cc23)cc1 | -13 | -8
COc1ccccc1CN1C[C@@H]2C[C@@H](c3ccccc3OC)N3CCC[C@@]23C1=O | -2 | -6
O=C(NC1CC1)c1ccccc1NC(=O)c1ccccc1OC(F)F | -4 | 2
C/C(=N\NC(=S)NC1CCCCC1)c1cccc(Br)c1 | 9 | 10
Cc1ccc(Cc2c(-c3ccccc3)nc3ccc(Cl)cn23)cc1 | 0 | 0
CN(C)c1ccc(/C=N/n2c(-c3cccnc3)n[nH]c2=S)cc1 | 1 | 0
CC(C(=O)N1CCN(Cc2ccccc2)CC1)n1ncn2cccc2c1=O (stereo not given) | -6 | 3
OCC1OC(n2ccc3c(NO)ncnc32)C(O)C1O (stereo not given) | 130 | -79
O=C(/C=C\Nc1ccccc1Br)c1ccc2c(c1)OCO2 | -1 | 8
CC#CC(=O)N1CCC(CCC(=O)N(C)Cc2ccccc2)CC1 | -3 | 3
O=C(Nc1nc(-c2cccs2)cs1)c1ccc(Cl)cc1 | 21 | -3
CC1(C(=O)NCc2cccs2)Cc2c(-c3ccc(C(N)=O)cc3)ccnc2O1 (stereo not given) | 25 | -35
CC(=O)Nc1cc2c(cc1C(=O)C(C)C)OCCO2 | -2 | -3
COc1ccc(NC(=O)c2cc(-c3cc(Cl)ccc3C)n[nH]2)c(OC)c1 | -7 | 3
Cc1ccc(C)c(N2N=C(C(=O)OCC(=O)N(C)c3ccccc3)CCC2=O)c1 | -6 | 18
